mHTT-CaM PPI inh = inhibitors of human mutant huntingtin-calmodulin interaction. AlphaScreen His-mHTT/GST-CaM binding, luminescence. inhibition, % at 15 µM. actives 3.6% (n = 190,000). AID 1671202;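 also: 0% = both proteins with DMSO and 100% = one protein alone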
Pf apPOL inh = Pf-apPOL DNA polymerase inhibition; Recombinant Pf-apPOL, molecular beacon fluorescence, 1.5 h; inhibition, % at 10 µM; actives 0.25% (n = 210,000); AID 1794808
Active calls of the source: *; / = not tested or not shown; & = joins results of further samples. Rule as the data show it: active = inhibition above about 50%; inactive = the rest. Hits appear at their usual frequency; overall some 3.5% were active at least once.

Results follow in this order: mHTT-CaM PPI inh	Pf apPOL inh
1) Cc1ccc(C(=O)NC(C)c2ccccc2)o1 (centres undefined)
    -6	-2
2) Cc1c(NC(=O)c2ccc(-c3cccc(Cl)c3)o2)cccc1-c1nc2ncccc2o1
    -1	-11
3) Cc1nnc(SCC(=O)NCc2ccccc2Cl)[nH]c1=O
    -3	-3
4) Cc1ccc(C(=O)N2CCN(c3nc(C)nc(C)c3Cc3cccc(F)c3)CC2)cc1
    31	0
5) COc1ccc(-c2ncnn2-c2sc3c(c2C#N)CCCCC3)cc1OC
    40	1
6) Cc1cccc(NC(=O)c2cc(S(=O)(=O)NC3CCCC3)ccc2F)c1
    -7	-7
7) COc1ccccc1N1CCN(Cc2cc([N+](=O)[O-])ccc2O)CC1
    1	-8
8) Cc1cc(N2CCC(C)CC2)n2c(nc3ccccc32)c1C#N
    -7	0
9) O=C(NCc1ccco1)N1CCCC1c1nc(-c2ccccc2)n[nH]1 (centres undefined)
    11	-1
10) O=C(CN1C(=O)C2C3C=CC(C3)C2C1=O)Nc1ccc(F)c(F)c1 (centres undefined)
    -2	-1

Among those listed so far, three have a furan ring, fused or not:
Results follow in this order: mHTT-CaM PPI inh	Pf apPOL inh
1) Cc1ccc(C(=O)NC(C)c2ccccc2)o1 (centres undefined)
    -6	-2
2) Cc1c(NC(=O)c2ccc(-c3cccc(Cl)c3)o2)cccc1-c1nc2ncccc2o1
    -1	-11
9) O=C(NCc1ccco1)N1CCCC1c1nc(-c2ccccc2)n[nH]1 (centres undefined)
    11	-1

(more compounds)
Results follow in this order: mHTT-CaM PPI inh	Pf apPOL inh
11) O=C(Nc1ccc(-c2nc3ncccc3o2)cc1)c1cc(Br)ccc1Cl
    2&1	4&-3
12) O=C(CSc1nc2c(c(=O)n1-c1ccc(Cl)cc1)SCC2)N1CCCc2ccccc21
    2	-9
13) Cc1ccc(C)c(N(CC(=O)Nc2ccc(I)cc2)S(C)(=O)=O)c1
    2	-5
14) CCn1c(C2CCN(C(=O)c3ccncc3)C2)nc2cccnc21 (centres undefined)
    2	-5
15) COc1cccc(-c2cc(C(=O)N3CC(c4nc(-c5cccs5)no4)C3)[nH]n2)c1
    -4	-4
16) CCC(C)NC(=O)C1CCN(c2cccc(Cl)c2C)C1=O (centres undefined)
    2	-5
17) COc1cc(Br)c(/C=C(\C#N)c2ccccc2)cc1OC
    -32	5
18) O=C(Cc1ccsc1)N1CCC(c2nc(-c3ccccc3)no2)C1 (centres undefined)
    8	-12
19) CCN1C(=O)/C(=C2\C=Cc3ccccc3N2CC)SC1=Nc1ccc(N2CCOCC2)cc1
    0	-3
20) COc1cccc(C(=O)N2CCCC(C)(C(=O)NCc3cccc(F)c3)C2)c1 (centres undefined)
    2	10
21) CC1=N/C(=C\c2ccc([N+](=O)[O-])cc2)C(=O)N1c1ccc(Br)cc1
    11	-7
22) CC1=C(C)CC(C(=O)NCc2ccc(F)cc2)C(C(=O)O)C1 (centres undefined)
    -4	1
23) O=C(NCc1cccc(Cl)c1)c1cccn2c(=O)c3ccc(Cl)cc3nc12
    -27	-3
24) O=c1oc2cc3occ(-c4ccc(F)cc4)c3cc2c2ccccc12
    -8	-2
25) O=C(Nc1ccccc1)c1ccccc1
    /	-7&0
26) CCOC(=O)c1cn(C2CN(C(=O)Cc3cccc(Cl)c3)C2)nn1
    -10	-6
27) O=C1CN(C(=O)CCC2CCCC2)C(c2ccc(F)cc2)c2cc(F)ccc2N1 (centres undefined)
    15	-5
28) O=C(N1CCCCC1)N1CCN(c2ccc(Cl)cc2)CC1
    18	-49
29) O=C1OC(c2cccs2)=N/C1=C/c1ccccc1F
    3	0
30) CC(C)CC(C(=O)Nc1ccccc1C(F)(F)F)N1C(=O)c2ccccc2C1=O (centres undefined)
    -2	-2
31) Cc1oc(C2CCN(C(=O)c3cccc(F)c3)CC2)nc1C(=O)N1CCCCC1
    -2	1
32) CC1CCC(C(C)C2CCC3C4CC(=O)C5CC(O)CCC5(C)C4CCC23C)=NC1 (centres undefined)
    /	-12
33) CCOC(=O)N1CCc2nn(CC(=O)Nc3ccc(OCC)cc3)c(=O)cc2C1
    3	-4
34) Cc1cccc(-c2csc3c(=O)n(Cc4ccccc4)cnc23)c1
    -48	-1
35) COc1ccc(CCNC(=O)c2sc3nc(C)nc(N4CCCCC4)c3c2C)cc1OC
    1	2
36) C#CCSc1nnc(N)s1
    0	/
37) O=C(NCC12CC3CC(CC(C3)C1)C2)c1cc([N+](=O)[O-])ccc1Cl
    2	-3
38) CC(=O)Nc1ccc(C=NNC(=O)CSCc2c(Cl)cccc2Cl)cc1
    /	11
39) COc1cc2c(cc1NC(=O)CSc1ccccn1)oc1ccccc12
    -6	1
40) CCc1nc(SCC(=O)c2ccc(O)c(O)c2)n[nH]1
    0&-4	2&-6
41) CC1=C(C)CC(C(=O)NC2CCCCCC2)C(C(=O)O)C1 (centres undefined)
    3	-2
42) COc1cccc(-c2cc3n(n2)CCCN(C(=O)Nc2ccccc2)C3)c1
    15	-7
43) COc1ccc(NC(=O)CN2C(=O)NC3(CCCCC3)C2=O)cc1OC
    14	2
44) Cc1ccc(NC(=O)C2CCN(c3ccc(Cl)c(Cl)c3)C2=O)cc1 (centres undefined)
    1	-1
45) CCC(CC)C(=O)N(C)c1nnc(C23CC4CC(CC(C4)C2)C3)s1
    -1	-6
46) CCCCNC(=O)C1CCN(c2nc3cc(Cl)ccc3s2)CC1
    17	-7
47) c1cc(CN2CCCCC2c2nncn2CC2CC2)cs1 (centres undefined)
    1	2
48) Fc1ccc(Br)cc1C1CC(c2ccc(Cl)cc2)Nc2ncnn21 (centres undefined)
    14	0
49) COc1ccc(C(=O)N2CCC3(CC2)NC(=O)c2ccc(Cl)cc2N3)c(OC)c1
    26	-2
50) CN(C)Cc1c(O)ccc2c(=O)c(-c3cnn(-c4ccccc4)c3)coc12
    19	-4
51) Cc1ccc(C)c(-c2cc(CN(C(=O)C3CC3)C(C)C)no2)c1
    -20	0
52) O=C(c1cccc(Cl)c1)N1CCC(N2CCc3ccccc32)CC1
    28	-1
53) Cc1ccc(NC(=O)c2cccnc2)cc1Cl
    -4	-1
54) COC(=O)C1CN(Cc2cn(Cc3ccc(F)cc3)nn2)CCS(=O)(=O)N1Cc1ccc(Cl)cc1 (centres undefined)
    18	-3
55) O=C(NCCCN1CCOCC1)c1cnn2c1NC(c1cccs1)CC2C(F)(F)F (centres undefined)
    3	-5
56) CCc1cccc(CC)c1NC(=O)Cc1ccc([N+](=O)[O-])cc1
    -2	0
57) COc1ccccc1N1CCN2c3ccccc3CC(C(=O)NCC3CC3)C2C1 (centres undefined)
    17	-2
58) O=c1[nH]c(/C=C/c2ccc3c(c2)OCO3)c([N+](=O)[O-])c(=O)[nH]1
    -2	2
59) O=C(CSCc1ccc(Cl)cc1Cl)Nc1ccc(NC(=O)c2ccco2)cc1
    7	-17
60) O=C(Nc1ccccc1O)c1cc(I)ccc1Cl
    3	-17

Remaining list, next part
Results follow in this order: mHTT-CaM PPI inh	Pf apPOL inh
61) O=S(=O)(c1ccccc1)c1nc(-c2ccco2)oc1SCc1ccccc1F
    -2	-10
62) O=C(NCCc1csc(C2CCN(C(=O)c3cc(F)ccc3F)CC2)n1)C1CC1
    4	2
63) CCCSc1nc2c(c(=O)n1C)SC(C)C2 (centres undefined)
    -2	0
64) Cn1c(=O)c(N2CCN(C(=O)Cc3ccc(F)cc3)CC2)nc2ccncc21
    -1	-2
65) CCC(C)NC(=O)C1(C)CCC(=O)N1Cc1cc(OC)ccc1OC (centres undefined)
    -2	-7
66) CC(=O)c1ccc(N2CCN(C(=O)C(c3ccccc3)n3cccc3)CC2)cc1 (centres undefined)
    49	29
67) CCOc1ccc(/C=C2\N=C(c3ccc4c(c3)OCO4)OC2=O)cc1
    5	-2
68) COc1ccccc1CNC(=O)CSc1nc2nc(C)c(Cc3ccccc3C)c(C)n2n1
    10	2
69) COc1cccc(C=Nc2ccc(S(=O)(=O)Nc3ccccn3)cc2)c1O
    2	-10
70) O=C(CN1C(=O)C2C3CCC(C3)C2C1=O)N1CCCC1 (centres undefined)
    -5	-13
71) O=C(CC1CCN(S(=O)(=O)c2cccs2)CC1)N1CCN(C2CCCCC2)CC1
    0	-2
72) Cn1c(C2CCN(S(=O)(=O)c3cccs3)C2)nc2cccnc21 (centres undefined)
    -1	-7
73) COc1ccc(NC2CC(=O)N(c3cccc(Cl)c3)C2=O)cc1 (centres undefined)
    2	-2
74) Cc1ccc(-c2coc3c(C)c4oc(=O)cc(C)c4cc23)cc1
    -6	0
75) O=C(NCc1ccccc1)c1cccc(NC(=O)c2ccccc2)c1
    4	-3
76) COc1ccc(CC(=O)Nc2nc3c(s2)COCC3)cc1OC
    -2	-6
77) CCCOc1ccc(C(=O)NCc2ccco2)cc1
    -5	-1
78) COc1cccc(-c2nc3sc(C)c(C)c3c(=O)[nH]2)c1
    3	5
79) Cc1nc2ccccc2n1C(=O)c1ccco1
    -5	-21
80) COc1ccc(/C=C2\N=C(c3cccc(OC)c3)OC2=O)cc1
    -5	-5

23 entries out of the list, ordered by molecular weight, low to high.
Results follow in this order: mHTT-CaM PPI inh	Pf apPOL inh
79) Cc1nc2ccccc2n1C(=O)c1ccco1
    -5	-21
63) CCCSc1nc2c(c(=O)n1C)SC(C)C2 (centres undefined)
    -2	0
77) CCCOc1ccc(C(=O)NCc2ccco2)cc1
    -5	-1
70) O=C(CN1C(=O)C2C3CCC(C3)C2C1=O)N1CCCC1 (centres undefined)
    -5	-13
78) COc1cccc(-c2nc3sc(C)c(C)c3c(=O)[nH]2)c1
    3	5
74) Cc1ccc(-c2coc3c(C)c4oc(=O)cc(C)c4cc23)cc1
    -6	0
80) COc1ccc(/C=C2\N=C(c3cccc(OC)c3)OC2=O)cc1
    -5	-5
56) CCc1cccc(CC)c1NC(=O)Cc1ccc([N+](=O)[O-])cc1
    -2	0
73) COc1ccc(NC2CC(=O)N(c3cccc(Cl)c3)C2=O)cc1 (centres undefined)
    2	-2
76) COc1ccc(CC(=O)Nc2nc3c(s2)COCC3)cc1OC
    -2	-6
67) CCOc1ccc(/C=C2\N=C(c3ccc4c(c3)OCO4)OC2=O)cc1
    5	-2
72) Cn1c(C2CCN(S(=O)(=O)c3cccs3)C2)nc2cccnc21 (centres undefined)
    -1	-7
60) O=C(Nc1ccccc1O)c1cc(I)ccc1Cl
    3	-17
64) Cn1c(=O)c(N2CCN(C(=O)Cc3ccc(F)cc3)CC2)nc2ccncc21
    -1	-2
69) COc1cccc(C=Nc2ccc(S(=O)(=O)Nc3ccccn3)cc2)c1O
    2	-10
66) CC(=O)c1ccc(N2CCN(C(=O)C(c3ccccc3)n3cccc3)CC2)cc1 (centres undefined)
    49	29
57) COc1ccccc1N1CCN2c3ccccc3CC(C(=O)NCC3CC3)C2C1 (centres undefined)
    17	-2
61) O=S(=O)(c1ccccc1)c1nc(-c2ccco2)oc1SCc1ccccc1F
    -2	-10
62) O=C(NCCc1csc(C2CCN(C(=O)c3cc(F)ccc3F)CC2)n1)C1CC1
    4	2
59) O=C(CSCc1ccc(Cl)cc1Cl)Nc1ccc(NC(=O)c2ccco2)cc1
    7	-17
71) O=C(CC1CCN(S(=O)(=O)c2cccs2)CC1)N1CCN(C2CCCCC2)CC1
    0	-2
55) O=C(NCCCN1CCOCC1)c1cnn2c1NC(c1cccs1)CC2C(F)(F)F (centres undefined)
    3	-5
68) COc1ccccc1CNC(=O)CSc1nc2nc(C)c(Cc3ccccc3C)c(C)n2n1
    10	2

Later entries.
Results follow in this order: mHTT-CaM PPI inh	Pf apPOL inh
81) Cc1ccccc1NS(=O)(=O)c1ccc2[nH]cc(C(=O)N(C)Cc3ccccc3)c(=O)c2c1
    24	-16
82) O=C(NCc1ccco1)c1nn2c(c1Br)NC(c1cccs1)CC2C(F)(F)F (centres undefined)
    3	-3
83) COc1ccc(CNC(=O)NC23CC4CC(CC(C4)C2)C3)cc1
    -9	1
84) COc1ccc(CC(=O)N2CCC3(CC2)NC(=O)c2ccccc2N3C)cc1OC
    5	-1
85) CCc1ccc(S(=O)(=O)Nc2ccc(C)c(NS(C)(=O)=O)c2)cc1
    /	4&-2
86) O=C1C(N2CCCN(S(=O)(=O)c3ccc4c(c3)CCCC4)CC2)CCN1CC1CC1 (centres undefined)
    13	-9
87) CCOc1ccc(S(=O)(=O)NCCC2CCN(C(=O)c3ccc(C)cc3)CC2)cc1
    62*	-3
88) COc1ccc(C=NS(=O)(=O)c2cccs2)cc1
    -1	-4
89) CC(C)(C)OC(=O)N1C(C(=O)O)COC1(C)C (centres undefined)
    -2	1
90) O=S(=O)(NC(c1c[nH]c2ccccc12)C(Cl)(Cl)Cl)c1ccccc1 (centres undefined)
    24	-5
91) Cc1ccccc1CNC(=O)CSCc1ccc([N+](=O)[O-])cc1
    -1	-12
92) COc1ccc(Cc2c(C)nc(C)nc2N2CCN(C(=O)C3CCCC3)CC2)cc1
    17	0
93) CN1CCc2c(sc3c2C(=O)NC(c2cc4c(cc2[N+](=O)[O-])OCO4)N3)C1 (centres undefined)
    5	9
94) Cc1ccc(-n2nc3c(c2NC(=O)C(C)(C)C)CS(=O)(=O)C3)c(C)c1
    -6	-6
95) COc1ccc(CNC(=O)Cc2nc(-c3ccncc3)n[nH]2)cc1
    -11	-5
96) CCOCCCNC(=O)c1ccc(-n2nnc3ccccc3c2=O)cc1
    15	-3
97) Cc1ccc(-n2nc3ccc(NC(=O)c4ccc5c(c4)OCCO5)cc3n2)cc1Cl
    13	4
